Assay outcomes as filed in PubChem.
GPR55 LPI antagonism – GPR55 antagonists blocking LPI-driven arrestin recruitment, primary screen, imaging, U2OS, beta-arrestin-GFP, LPI agonist (AID 2013). U2OS GPR55 beta-arrestin-GFP translocation imaging, LPI antagonism; higher % means a stronger effect. inhibition, % at 10 µM, or IC50 in µM where a hit was titrated. 290,000 tested, 0.13% active;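 active = spots per cell inhibited over 60%, with over 100 cells counted and total cytoplasm intensity under 500,000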;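 note: U2OS cells stably carrying GPR55 and arrestin-GFP stimulated by 5 µM LPI near EC80; imaged beta-arrestin-GFP aggregate spots per cell after agonist stimulation; plate controls were LPI-stimulated DMSO wells for no effect and DMSO wells without LPI for full effect; some results filed as inactive read as strong as hits; confirmed hits need IC50 under 10 µM and bright autofluorescent wells are also inconclusive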
KOR beta-arrestin-1 – kappa opioid receptor blockers – cell-based, luminescence, uHTS (AID 1778) | KOR beta-arrestin recruitment, luminescence, antagonist mode; higher % means a stronger effect | one-dose inhibition, % at 10 µM; IC50 in µM for titrated hits | 290,000 tested, 0.091% active; in the data active = inhibition above about 50%; note: strong numbers were not always called active
NOD1 inhibition – NOD1 signaling inhibitors, primary screen, cell-based, luminescence, uHTS (AID 1578); NOD1-driven NF-kB luciferase reporter cells, luminescence; higher % means a stronger effect; inhibition, % at 4 µM; hits with a dose series show EC50 in µM; 290,000 tested, 1% active; in the data active = inhibition mostly above about 36%, no sharp cut-off; inactive = mostly below about 34%;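 note: HEK-293T reporter cells stimulated with the NOD1 agonist gamma-tri-DAP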
SIAH1 antagonists – Siah-1 peptide-binding antagonists, primary screen, biochemical, fluorescence polarization, rhodamine-plectin, uHTS (AID 1817). Siah-1 / rhodamine-plectin peptide fluorescence polarization; higher % means a stronger effect. displacement, % at 20 µM, or IC50 in µM where a hit was titrated. 290,000 tested, 0.02% active;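 active = displacement of at least 50% at 20 µM, with a fluorescence ratio check between 0.3 and a set limit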;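 note: plate controls were Siah plus tracer with DMSO for no effect and tracer alone without Siah for full effect; strong numbers were not always called active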
HIV fusion peptide – inhibitors of HIV fusion peptide binding, primary screen, biochemical, uHTS, fluorescence dequenching (AID 1986). inhibition, % at 20 µM, or IC50 in µM where a hit was titrated. cell-free peptide binding, fluorescence dequenching, 30 min; higher % means a stronger effect. 290,000 tested, 0.3% active; in the data active = inhibition mostly above about 52%, no sharp cut-off; inactive = mostly below about 76%; note: some results filed as inactive read as strong as hits
AID2073 – disruptors of CaV2.2 binding to Mint1 – biochemical, HTRF (AID 2073); HTRF protein-protein interaction, Mint1-CaV2.2; higher % means a stronger effect; inhibition, % at 20 µM, or IC50 in µM where a hit was titrated; 290,000 tested, 0.19% active; in the data active = inhibition mostly above about 51%, no sharp cut-off; note: some results filed as inactive read as strong as hits
KOR beta-arrestin-2 – kappa opioid receptor activators – cell-based, luminescence, uHTS, primary screen (AID 1777). KOR beta-arrestin recruitment, luminescence; higher % means a stronger effect. activation, % at 10 µM; hits with a dose series show EC50 in µM. 280,000 tested, 0.02% active; in the data active = activation above about 50%, passing the limit was not always enough; note: a part of the inactive calls stands beside numbers as strong as those of hits
GPR35 antagonists – GPR35 antagonists blocking zaprinast-driven arrestin recruitment, primary screen, imaging, U2OS, beta-arrestin-GFP, zaprinast agonist (AID 2058). U2OS GPR35 beta-arrestin-GFP translocation imaging, zaprinast antagonism; higher % means a stronger effect. inhibition, % at 10 µM, or IC50 in µM where a hit was titrated. 290,000 tested, 0.052% active;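 active = inhibition of at least 50% with at least 30 cells and total cytoplasm GFP at most 10,000,000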
GPR55 beta-arrestin – selective activators of receptor GPR55 – imaging, U2OS cells, beta-arrestin-GFP redistribution, primary screen (AID 1961) | 290,000 tested, 0.048% active | U2OS GPR55 beta-arrestin-GFP redistribution imaging; higher % means a stronger effect | one-dose activation, % at 10 µM; EC50 in µM for titrated hits;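 active = activation above 40% with more than 50 cells counted in the well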;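 note: U2OS osteosarcoma cells stably expressing GPR55 and beta-arrestin-GFP; plate controls were DMSO negative control for no effect and LPI positive control for full effect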
The depositor's hits bear a star; . = no result given; [ ] = another dose, or the depositor's remark. Not all compounds are listed, so the mix of outcomes need not match the whole.

The opening 3 compounds, ahead of the listing:
SMILES	GPR55 LPI antagonism	KOR beta-arrestin-1	NOD1 inhibition	SIAH1 antagonists	HIV fusion peptide	AID2073	KOR beta-arrestin-2	GPR35 antagonists	GPR55 beta-arrestin
COc1ccc(N2CCN(C(=O)c3cc4c(=O)n(Cc5ccccc5)ccc4nc3C)CC2)cc1	1%	-13%	4%	-5%	-1.0%	0%	-1.2%	5%	-0.1%
COc1ccc(C2(CNC(=O)CCC(=O)O)CCCC2)cc1	-3%	-7%	8%	-6%	-1.2%	-7%	-1.8%	8%	-0.2%
C=CCc1ccccc1OCCn1ccnc1	8%	-1%	-11%	4%	-1.0%	1%	-3.4%	3%	-0.1%

The list itself (from the top)
SMILES	GPR55 LPI antagonism	KOR beta-arrestin-1	NOD1 inhibition	SIAH1 antagonists	HIV fusion peptide	AID2073	KOR beta-arrestin-2	GPR35 antagonists	GPR55 beta-arrestin
COc1ccc(N2CCN(C(=O)c3cc4c(=O)n(Cc5ccccc5)ccc4nc3C)CC2)cc1	1%	-13%	4%	-5%	-1.0%	0%	-1.2%	5%	-0.1%
COc1ccc(C2(CNC(=O)CCC(=O)O)CCCC2)cc1	-3%	-7%	8%	-6%	-1.2%	-7%	-1.8%	8%	-0.2%
C=CCc1ccccc1OCCn1ccnc1	8%	-1%	-11%	4%	-1.0%	1%	-3.4%	3%	-0.1%
COc1cc2c(c(OC)c1OC)-c1ccc(NC(=O)c3ccc(F)cc3)c(=O)cc1[C@@H](NC(C)=O)CC2	90%	-8%	9%	-8%	-1.5%	9%	-5.6%	6%	-0.1%
CCn1c(Cc2ccc(OC)cc2)nnc1SCC(=O)Nc1ccc(N2CCOCC2)cc1	-2%	5%	10%	5%	2.1%	8%	-3.0%	-7%	-0.1%
COC(=O)c1ccc(CS(=O)(=O)c2ccc(C)cc2)o1	4%	16%	-9%	4%	2.1%	-2%	0.5%	-5%	0.7%
Cc1cccc2cc(C(c3nnnn3CC3CCCO3)N3CCCC4(CCCCC4)C3)c(=O)[nH]c12 (configuration not stated)	3%	-25%	-15%	2%	-1.3%	5%	22%	-6%	-0.2%
N#C/C(=C\c1ccccn1)c1ccccn1	7%	1%	-12%	2%	1.7%	14%	-1.9%	8%	-0.1%
Cc1cccc(C2CC(c3ccc(Br)cc3)Nc3nc(N)nn32)c1 (configuration not stated)	-12%	-44%	3%	-5%	-0.4%	2%	4.7%	-2%	-0.1%
CC12CCCCN1CCCc1c2[nH]c2ccccc12 (configuration not stated)	8%	1%	13%	4%	1.0%	7%	1.6%	17%	-0.1%
Cc1ccc(C)c(CNS(=O)(=O)c2ccc3c(c2)C(C)(C)C(=O)N3C)c1	-6%	-28%	-24%	4%	0.3%	10%	3.2%	7%	-0.1%
Cc1csc2nc(CCNS(=O)(=O)c3cccs3)cn12	-2%	-5%	-6%	-4%	-0.5%	-5%	5.1%	-4%	-0.1%
COc1ccccc1C(=O)Nc1ccc2oc(-c3ccc(F)cc3)nc2c1	7%	6%	-29%	10%	-0.8%	9%	-1.6%	-3%	-0.1%
Cc1ccc(N2CC(C(=O)Nc3nnc(SCC(=O)Nc4cc(C)on4)s3)CC2=O)cc1 (configuration not stated)	2%	-28%	1%	4%	0.6%	32%	6.0%	2%	0.1%
Cc1ccc(NC(=S)N(Cc2ccc(Br)cc2)Cc2ccc(C(=O)O)cc2)cc1C	4%	-25%	-23%	4%	37%	20%	2.3%	-10%	-0.3%
C=CCN(CC=C)S(=O)(=O)c1ccc(NC(=S)NC(=O)/C=C/c2cccc3ccccc23)cc1	8%	-37%	31%	-6%	0.7%	-1%	0.4%	9%	14%
Cc1ccc(O)c(CNc2ccccn2)c1	8%	-2%	-7%	3%	-2.1%	-10%	-6.8%	2%	0.3%
CCn1c(COc2ccccc2C)nc2ccccc21	3%	-12%	-12%	-1%	-1.7%	-2%	1.2%	-2%	-0.4%
Cc1ccc(S(=O)(=O)Nc2ccccc2C(=O)Nc2sccc2C(=O)NN(C)C)cc1	12%	-34%	-26%	-2%	1.7%	4%	1.1%	-3%	0.2%
CC(NC(=O)C1CCC1)c1ccccc1 (configuration not stated)	9%	30%	-21%	2%	-0.6%	0%	-3.6%	-6%	-0.3%

Four compounds already listed, sorted by the number in SIAH1 antagonists, low to high:
smiles	GPR55 LPI antagonism	KOR beta-arrestin-1	NOD1 inhibition	SIAH1 antagonists	HIV fusion peptide	AID2073	KOR beta-arrestin-2	GPR35 antagonists	GPR55 beta-arrestin
Cc1csc2nc(CCNS(=O)(=O)c3cccs3)cn12	-2%	-5%	-6%	-4%	-0.5%	-5%	5.1%	-4%	-0.1%
Cc1ccc(S(=O)(=O)Nc2ccccc2C(=O)Nc2sccc2C(=O)NN(C)C)cc1	12%	-34%	-26%	-2%	1.7%	4%	1.1%	-3%	0.2%
CCn1c(COc2ccccc2C)nc2ccccc21	3%	-12%	-12%	-1%	-1.7%	-2%	1.2%	-2%	-0.4%
Cc1ccc(NC(=S)N(Cc2ccc(Br)cc2)Cc2ccc(C(=O)O)cc2)cc1C	4%	-25%	-23%	4%	37%	20%	2.3%	-10%	-0.3%

The list continues.
SMILES	GPR55 LPI antagonism	KOR beta-arrestin-1	NOD1 inhibition	SIAH1 antagonists	HIV fusion peptide	AID2073	KOR beta-arrestin-2	GPR35 antagonists	GPR55 beta-arrestin
COc1ccc(S(=O)(=O)N2c3ccccc3OCC2c2ccccc2)cc1 (configuration not stated)	0%	33%	11%	-2%	1.2%	-1%	2.4%	-5%	0.2%
Cc1ccc(C)c(NC(=O)c2cc(-c3ccccc3)nn2-c2ccccc2)c1	14%	14%	19%	-1%	-1.0%	-2%	-5.8%	-7%	-0.3%
O=C(NCc1ccc(Cl)cc1)c1ccc(CNc2c(N3CCOCC3)c(=O)c2=O)cc1	14%	26%	11%	-5%	-0.8%	-7%	5.0%	-4%	0.0%
CCOC(=O)CNC(=O)Cn1cnc2c(nnn2-c2cccc(Cl)c2)c1=O	20%	6%	-18%	6%	-2.5%	-7%	-4.4%	-4%	-0.1%
COC(=O)CSc1nc2ccccn2c(=O)c1C=O	4%	10%	-22%	-1%	-0.8%	7%	-5.6%	-1%	-0.3%
O=C(Cn1cncn1)N/N=C/c1cccc(Cl)c1	-2%	-15%	-12%	-2%	2.8%	4%	-0.1%	-5%	-0.3%
CCCn1c(=N)n(CC(=O)c2ccc(Cl)c(Cl)c2)c2ccccc21	15%	-13%	3%	-2%	-0.2%	10%	1.5%	22%	0.0%
Cn1c(=O)c2c(nc(NCc3cccnc3)n2Cc2ccc(Cl)cc2)n(C)c1=O	8%	-25%	0%	2%	-0.4%	7%	0.1%	0%	-0.1%
COCc1cc(=O)n2[nH]c(C(C)(C)C)cc2n1	4%	-6%	-4%	-3%	1.0%	11%	-1.9%	-1%	-0.1%
COCCNC(=O)C(c1ccc(Cl)cc1)N(CCOC)C(=O)CCC(=O)Nc1nccs1 (configuration not stated)	-1%	-51%[20 µM]	-23%	0%	-1.0%	-9%	-3.0%	18%	-0.1%
O=C(COc1ccccc1)NNC(=O)c1cc2ccccc2oc1=O	-1%	20%	-14%	8%	0.4%	19%	-0.9%	7%	0.1%
O=c1cc(-c2ccccc2)nc2nc(-c3ccccc3)[nH]n12	-1%	-17%	-8%	9%	5.2%	2%	-4.7%	10%	0.6%
COc1ccc(/C=N/NC(=O)c2nc(Cl)c(Cl)c(N)c2Cl)cc1COc1ccccc1F	23%	-9%	-82%	-1%	1.7%	27%	4.2%	3%	0.3%
O=C(CNC(=O)c1cccs1)OCC(=O)c1ccccc1	-6%	-14%	7%	-3%	-0.2%	-5%	4.7%	-5%	-0.1%
Cc1ccc(-n2nc3c(c2NC(=O)c2ccco2)CS(=O)(=O)C3)c(C)c1	1%	-40%	-17%	10%	1.6%	6%	-3.6%	5%	0.1%
C/C(N)=C(/C#N)C(=O)CSc1nc2cc(Cl)ccc2s1	2%	26%	-34%	-2%	1.8%	3%	-0.9%	9%	-0.2%
Cc1ccc(C(=O)CSc2ncnc3sc4c(c23)CCC(C)C4)cc1 (configuration not stated)	5%	-20%	-3%	0%	0.3%	1%	1.0%	8%	-0.4%
Cc1ccc2nc(-c3ccc(SCC(=O)Nc4nc(C)cs4)nc3)[nH]c2c1	17%	4%	-37%	10%	10%	7%	-5.5%	-10%	0.2%
CC(C)NC(=O)CSc1nc2ccccc2n1CC(=O)N1CCc2ccccc21	10%	.	-11%	2%	2.4%	-2%	.	2%	-0.3%
Cc1ccc(Cl)cc1NC(=O)c1ocnc1C	12%	-9%	-14%	1%	1.3%	-1%	1.6%	37%	0.4%
Cc1ccc2sc(-c3ccc(NC(=O)c4cc(-n5cnnc5)ccc4Cl)cc3)nc2c1	-5%	8%	-29%	0%	0.0%	29%	1.6%	-10%	0.2%
C(=N\Nc1nc(Nc2ccccc2)nc(Nc2ccccc2)n1)/c1cccnc1	3%	-32%	22%	-6%	1.4%	6%	2.1%	-2%	-0.4%
O=C(c1ccco1)N1CCN(C(=O)c2cccc3c2C(=O)N(C2CCCCC2)C3)CC1	11%	-1%	-15%	-7%	-1.0%	2%	-0.1%	12%	0.0%
CC[n+]1c(P(=O)([O-])c2ccccc2)[nH]c2ccccc21	9%	-15%	14%	1%	0.7%	-1%	2.5%	15%	0.2%
Cc1ccc(C(=O)CC(=O)c2cc(Cl)ccc2O)cc1	4%	-62%	32%	1%	2.6%	13%	-7.1%	-4%	0.2%
COc1ccc(N2CCN(C(=O)CCCCn3c(=O)[nH]c4ccsc4c3=O)CC2)cc1	-4%	15%	-33%	0%	-0.4%	7%	-3.6%	-9%	0.5%
Cc1ccc(-c2csc3nc[nH]c(=O)c23)cc1	7%	7%	-33%	-9%	-0.7%	8%	3.0%	-5%	0.4%
CCCCn1nnc(NC(=O)c2cc3ccccc3o2)n1	0%	-7%	-24%	-1%	-0.6%	-8%	14%	10%	0.0%

Quoted from the listing:
`C(=N\Nc1nc(Nc2ccccc2)nc(Nc2ccccc2)n1)/c1cccnc1` in NOD1 inhibition = 22%
`COc1ccc(N2CCN(C(=O)CCCCn3c(=O)[nH]c4ccsc4c3=O)CC2)cc1` in AID2073 = 7%
`CC[n+]1c(P(=O)([O-])c2ccccc2)[nH]c2ccccc21` in GPR55 beta-arrestin = 0.2%
